Screens as filed in PubChem BioAssay.
TRb SRC2 PPI = disrupts binding of human TR beta to SRC2; P10828; TRbeta-SRC2 peptide binding, fluorescence polarization; receptor liganded with 1 µM T3; Potency, µM (highest dose often 106 µM), for inactives: at the highest dose activity change, negative = inhibition, hits mostly inhibitors; actives 0.065% (n = 280,000);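 note: plate controls were bound peptide for no effect and peptide without receptor for full effect; nearly all actives have a fitted effect of over 50% in size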
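Each compound concentration gave % activity, normalized to unbound and bound Texas Red SRC2 controls, from polarization read after 5 hr ambient incubation with T3-loaded human TRb LBD.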
Tau fluor counter = counter-screen for tau fibril formation inhibitors; tau K18 P301L Alexa594 fluorescence, heparin fibrillization; Potency, µM (titrated, usually from 57.7 µM), for inactives: at the highest dose activity change, negative = decrease; actives 0.93% (n = 280,000); AID 1463; note: nearly all actives have a fitted effect of over 55% in size
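Human tau K18 P301L (15 uM unlabeled, 0.24 uM Alexa 594-labeled) in 100 mM sodium acetate pH 7 with 20 uM heparin, 6 hr at 37 C. ThT 30 uM added, 1 hr ambient; Alexa 594 FP and total fluorescence read at 555/632 nm.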
ALDH1A1 block = blocks purified human ALDH1A1 activity | Purified ALDH1A1, NADH fluorescence, propionaldehyde substrate | actives 7.3% (n = 220,000) | Potency, µM (doses to about 75.3 µM), for the others: top-dose activity, negative = inhibition, most hits filed as inhibitors | P00352; active = well fitted inhibition curve with a large enough effect, not every such curve was filed as active; inconclusive = small, poorly fitted or top-dose-only effect, or another doubt; inactive = no such curve, though single readings can be large or run the other way;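 note: plate controls were no enzyme wells and a reference inhibitor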
Target sequence (P00352 whole entry, looked up): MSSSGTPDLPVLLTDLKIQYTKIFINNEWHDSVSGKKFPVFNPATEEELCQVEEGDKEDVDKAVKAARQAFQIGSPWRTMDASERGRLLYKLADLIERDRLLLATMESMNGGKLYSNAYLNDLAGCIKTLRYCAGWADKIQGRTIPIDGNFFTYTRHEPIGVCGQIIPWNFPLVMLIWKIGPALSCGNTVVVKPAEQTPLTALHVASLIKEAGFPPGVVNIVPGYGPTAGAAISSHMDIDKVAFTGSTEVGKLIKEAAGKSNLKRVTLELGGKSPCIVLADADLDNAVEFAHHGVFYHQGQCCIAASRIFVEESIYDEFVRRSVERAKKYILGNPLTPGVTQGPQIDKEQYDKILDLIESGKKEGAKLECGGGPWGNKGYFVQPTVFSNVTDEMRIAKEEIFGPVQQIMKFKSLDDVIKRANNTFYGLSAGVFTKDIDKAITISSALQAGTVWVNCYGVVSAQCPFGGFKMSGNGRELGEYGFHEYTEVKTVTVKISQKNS
GLA spleen mod = inhibits or activates alpha-galactosidase in human spleen homogenate; human spleen homogenate, 4MU-alpha-Gal fluorescence, 40 min; Potency, µM (titrated, usually from 80 µM), without a hit: top-dose activity change, negative = inhibition, hits mostly inhibitors; P06280; actives 0.008% (n = 240,000);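 note: 0% = enzyme with vehicle and -100% = no enzyme basal signal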
Target sequence (P06280 32-429 limits assumed): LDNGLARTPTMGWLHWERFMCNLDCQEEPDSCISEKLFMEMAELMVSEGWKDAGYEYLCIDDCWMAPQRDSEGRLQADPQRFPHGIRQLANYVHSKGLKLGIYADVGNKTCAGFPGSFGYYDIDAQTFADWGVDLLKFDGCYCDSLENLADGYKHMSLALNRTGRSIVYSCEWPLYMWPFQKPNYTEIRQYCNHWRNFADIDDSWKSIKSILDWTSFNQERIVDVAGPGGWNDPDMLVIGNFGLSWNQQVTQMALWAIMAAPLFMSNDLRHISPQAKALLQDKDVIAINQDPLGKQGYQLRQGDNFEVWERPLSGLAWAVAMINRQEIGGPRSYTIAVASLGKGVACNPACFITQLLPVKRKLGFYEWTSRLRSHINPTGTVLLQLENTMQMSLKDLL
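Inhibition or activation of alpha-galactosidase in human spleen homogenate is scored by 4-MU fluorescence after 40 min at 37C, pH 5.0, with 1 mM substrate. AC50s come from concentration-response fitted to the Hill equation.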
Tau fibril ThT = blocks human tau fibril formation measured by thioflavin T. recombinant tau K18 P301L (four-repeat tau fragment), heparin-induced fibrillization, ThT fluorescence. Potency, µM (doses to about 57.4 µM), inactives show at the top dose activity, negative = inhibition, hits mostly inhibitors. actives 2.1% (n = 270,000). AID 1460; note: nearly all actives have a fitted effect of over 55% in size
Target sequence (P10636 561-689 P618L limits assumed): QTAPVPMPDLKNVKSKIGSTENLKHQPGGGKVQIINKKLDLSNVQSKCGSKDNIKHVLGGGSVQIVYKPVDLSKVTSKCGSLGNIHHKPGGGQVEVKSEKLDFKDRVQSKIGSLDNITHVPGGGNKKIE
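Tau K18 P301L fragment (15 uM unlabeled plus 0.24 uM Alexa 594-labeled) in 100 mM sodium acetate pH 7 with compound, fibrillization induced by 20 uM heparin for 6 hr at 37 C. Thioflavin T (30 uM) added, fluorescence read after 1 hr (ex 450, em 510 nm).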
TR SRC2 fluor cs = alters Texas Red total fluorescence, flagging assay interference. TRb/SRC2 Texas Red total fluorescence interference. Potency, µM (doses to about 106 µM), inactives show top-dose fluorescence change, negative = quenching. actives 0.29% (n = 280,000); active = well fitted curve in either direction with a large enough effect; inconclusive = small, poorly fitted or top-dose-only effect
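Flags fluorescent or light-absorbing compounds by total fluorescence, S + 2P, at 555 nm excitation and 632 nm emission. Mixture: 20 nM Texas Red SRC2 peptide, 0.6 uM human TRb LBD, 1 uM T3, 5% DMSO; compound exposure 5 h at ambient temperature.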
L3MBTL1 block = L3MBTL1 (human) inhibition; AlphaScreen L3MBTL1–H3K9me1 peptide binding; Potency, µM (highest dose often 57.1 µM), inactives show at the highest dose activity, negative = inhibition, actives largely listed as inhibitors; actives 0.66% (n = 230,000); AID 485360; note: nearly all actives have a fitted effect of over 60% in size
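L3MBTL1 (50 nM) pre-complexed 30 min with biotinylated H3(1-15)K9me1 peptide (75 nM), then compounds added for 30 min at room temperature; AlphaScreen streptavidin donor/nickel chelate acceptor beads (10 ug/mL final) read after 30 min dark incubation.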
Tau FP inhib = tau fibrillization inhibition (FP) | Potency, µM (doses to about 57.7 µM), for the others: at the top dose activity, negative = inhibition, hits mostly inhibitors | AID 1468 | P10636 | actives 0.39% (n = 280,000) | K18 P301L tau heparin fibrillization, Alexa594 FP, 6 h; note: nearly all actives have a fitted effect of over 55% in size
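Human tau K18 […] P301L fragment, 15 uM unlabeled plus 0.24 uM Alexa 594-labeled tau (final), with compound and 20 uM heparin in 100 mM sodium acetate pH 7; 6 hr at 37 C, then Alexa 594 FP read.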
* = called active by the depositor; ? = inconclusive; · = no result given; & = joins results of further samples; [ ] = dose if it differs, or a comment. Unless noted, calls come from the whole dose curve; as a rule, active = well fitted curve in the direction sought with a large enough effect; inconclusive = small, poorly fitted or top-dose-only effect, or another doubt; inactive = no such curve, though single readings can be large; an effect the other way counts as inactive or inconclusive. Unless noted, % is set by controls: 0 for no effect and ±100 for the full control effect; potency is the fitted concentration of half-maximal effect.

molecule	TRb SRC2 PPI	Tau fluor counter	ALDH1A1 block	GLA spleen mod	Tau fibril ThT	TR SRC2 fluor cs	L3MBTL1 block	Tau FP inhib
CC[N+](CC)(CC)CC(=O)Nc1c(C)cccc1C	2%&-1%&11%&2%&-2%&6%	-11%&-10%&-17%&-7%&-33%&1%	-4%&1%&1%&-5%&15%&1%	-6%&11%&11%&2%&-3%&7%	?	-10%&-3%&-2%&-1%&3%&-2%	·	?
CCN(CC)C(=O)CSc1nnc([C@H](CCSC)NC(=O)OC(C)(C)C)o1	6%	3%	8%	5%	-1%	-3%	0%	-1%
O=C(NCCCN1CCCC1)c1ccc2c(Cl)c3c(nc2c1)CCCC3	-1%	4%	-5%	4%	-7%	1%	·	0%
O=C(COc1ccc([N+](=O)[O-])cc1)NC(C(=O)O)C(O)c1cccc([N+](=O)[O-])c1 (centres undefined)	0%	-6%	?	4%	-3%	-1%	9%	-3%
COc1ccccc1CNC(=O)COC(=O)C1=COCCO1	0%	5%	-1%	0%	2%	-5%	-2%	4%
CC(C)C(=O)Nc1ccc(NC(=O)c2ccco2)cn1	-10%	1%	28µM*	-1%	-7%	0%	-3%	5%
O=C(Nc1ccccc1)Nc1ncc([N+](=O)[O-])s1	1%	?	?	-13%	18µM*	-5%	-15%	1%
Cc1cc(=O)[nH]c2nnc(SCCC(C)C)n12	2%	-4%	·	·	-2%	-1%	·	-12%
COc1cc(/C=C/CN2CCC(CO)(CC3CCCCO3)CC2)ccc1O (centres undefined)	-3%	-10%	3%	-1%	-9%	0%	-11%	-1%
COc1ccc(OC)c(C2N(c3ccc(Cl)cc3)C(=O)C3CCCN32)c1 (centres undefined)	6%	6%	?	-12%	1%	-2%	-1%	-1%

Five entries picked at random from the list so far:
molecule	TRb SRC2 PPI	Tau fluor counter	ALDH1A1 block	GLA spleen mod	Tau fibril ThT	TR SRC2 fluor cs	L3MBTL1 block	Tau FP inhib
COc1ccccc1CNC(=O)COC(=O)C1=COCCO1	0%	5%	-1%	0%	2%	-5%	-2%	4%
O=C(Nc1ccccc1)Nc1ncc([N+](=O)[O-])s1	1%	?	?	-13%	18µM*	-5%	-15%	1%
CC(C)C(=O)Nc1ccc(NC(=O)c2ccco2)cn1	-10%	1%	28µM*	-1%	-7%	0%	-3%	5%
Cc1cc(=O)[nH]c2nnc(SCCC(C)C)n12	2%	-4%	·	·	-2%	-1%	·	-12%
CCN(CC)C(=O)CSc1nnc([C@H](CCSC)NC(=O)OC(C)(C)C)o1	6%	3%	8%	5%	-1%	-3%	0%	-1%

(cont.)
molecule	TRb SRC2 PPI	Tau fluor counter	ALDH1A1 block	GLA spleen mod	Tau fibril ThT	TR SRC2 fluor cs	L3MBTL1 block	Tau FP inhib
Cc1csc(C(C)N(C)C(=O)CCc2nnc(CCc3ccccc3)o2)n1 (centres undefined)	1%	-12%	-1%	7%	-8%	-5%	11%	1%
Cc1ccc(C)c(NC(=O)CCNS(=O)(=O)c2ccc3c(c2)CCCC(=O)N3)c1	-3%	-6%	·	·	-1%	-3%	·	0%
CC12C=C(/C=C/c3ccc(C(F)(F)F)cc3)C(C)(C1)C(c1ccc(C(F)(F)F)cc1)CC2=O (centres undefined)	10%[11.2 µM]	-22%[11.6 µM]	10%[13.5 µM]	2%[17.5 µM]	-13%[11.5 µM]	1%[11.2 µM]	·	4%[11.6 µM]
COc1ccccc1CNC(=O)CC(c1ccc(C)cc1)N1Cc2ccccc2C1=O (centres undefined)	-5%	-10%	·	·	-7%	0%	·	-4%
Cc1cc(N=NC(=O)c2ccccc2)ccc1O	-1%	-22%	22µM*	3%	?	-2%	-7%	?
COc1ccc(C(=O)Nc2ccc(S(=O)(=O)Nc3onc(C)c3C)cc2)cc1	-18%	-1%	-2%	5%	-7%	-1%	-3%	0%
CCOC(=O)Cc1csc(NC(=O)CCc2ccc(S(=O)(=O)N3CCOCC3)cc2)n1	1%	-7%	-14%	-1%	-1%	-1%	1%	4%
Cc1noc(NS(=O)(=O)c2ccc(NC(=O)c3cnc4n(c3=O)CCS4)cc2)c1C	-3%	-9%	6%	3%	-12%	0%	-22%	-6%
Cc1[nH]n2c(=O)cc(C(C)C)nc2c1-c1ccccc1	-1%	-4%	14%	-5%	0%	-1%	7%	3%
O=C(NC12CC3CC(CC(C3)C1)C2)c1ccc(-c2ccccc2Cl)o1	6%	-1%	-10%	0%	-2%	0%	-3%	6%

Molecules above that have a Cl atom:
molecule	TRb SRC2 PPI	Tau fluor counter	ALDH1A1 block	GLA spleen mod	Tau fibril ThT	TR SRC2 fluor cs	L3MBTL1 block	Tau FP inhib
O=C(NCCCN1CCCC1)c1ccc2c(Cl)c3c(nc2c1)CCCC3	-1%	4%	-5%	4%	-7%	1%	·	0%
COc1ccc(OC)c(C2N(c3ccc(Cl)cc3)C(=O)C3CCCN32)c1 (centres undefined)	6%	6%	?	-12%	1%	-2%	-1%	-1%
O=C(NC12CC3CC(CC(C3)C1)C2)c1ccc(-c2ccccc2Cl)o1	6%	-1%	-10%	0%	-2%	0%	-3%	6%

Next part:
molecule	TRb SRC2 PPI	Tau fluor counter	ALDH1A1 block	GLA spleen mod	Tau fibril ThT	TR SRC2 fluor cs	L3MBTL1 block	Tau FP inhib
C=CCNC(=S)N/N=C(\C)c1cccc(NC(C)=O)c1	1%	-6%	1%	0%	-8%	1%	-11%	-8%
CS(=O)(=O)N(CCc1ccccc1)CC(N)=O	-9%	1%	8%	3%	-2%	-2%	7%	-1%
CCc1ccc(C(=O)/C=C/NCc2ccc(F)cc2)cc1	2%	-14%	-10%	8%	?	2%	11%	10%
CC(C)(C)S(=O)(=O)c1cnc2c(-c3ccc(Cl)cc3)cnn2c1N	-3%	-8%	20%	-11%	-4%	1%	1%	-4%
COC(=O)C1CCN(C(=O)c2sc3nc(-c4ccc(F)cc4)cn3c2C)CC1	-7%	-4%	-2%	2%	4%	-2%	-21%	-4%
CCCNC(=O)c1cc2c(C(F)(F)F)nn(C)c2s1	2%	4%	?	1%	11%	0%	-3%	0%
COc1ccc(C2C(C(C)=O)=C(C)Nc3ncnn32)cc1OC (centres undefined)	-11%	-3%	1%	5%	4%	0%	15%	-14%
CCOC(=O)C1C(=O)NC(N2CCN(CC)CC2)=NC1c1ccccc1 (centres undefined)	-2%	-2%	2%	9%	-4%	1%	3%	0%
COc1cccc(OC)c1C(=O)OCC(=O)NCC(C)C	4%	4%	3%	1%	-1%	3%	·	6%
COC(=O)c1ccccc1NC(=O)CSc1nnc(-c2ccc(OC)cc2)n1C	-15%	6%	-4%	1%	-8%	-3%	-5%	3%

Next part:
compound	TRb SRC2 PPI	Tau fluor counter	ALDH1A1 block	GLA spleen mod	Tau fibril ThT	TR SRC2 fluor cs	L3MBTL1 block	Tau FP inhib
CC(C)(C)NC(=O)[C@@H]1C[C@@H]2CCCC[C@@H]2CN1C[C@@H](O)[C@H](Cc1ccccc1)NC(=O)[C@H](CC(N)=O)NC(=O)c1ccc2ccccc2n1	1%	·	?	11%	·	-2%	·	·
Clc1ccc(-c2cnc(Oc3ccccc3)nc2)cc1	4%	8%	-1%	4%	7%	0%	4%	4%
OCCN(CCO)Cc1csc2ccccc12	-2%	7%	2%	5%	3%	-2%	0%	6%
COc1cccc(-n2c(SCC(=O)Nc3cc(C)on3)nc3ccccc3c2=O)c1	5%	-8%	-8%	0%	7%	-2%	4%	6%
CN(C)c1ccc(/C=N/NC(=O)CN(c2cccc(Cl)c2)S(C)(=O)=O)cc1Br	-13%	?	2%	3%	0%	0%	·	2%
Cc1ccc(N(CC2CO2)S(=O)(=O)c2ccc(C)cc2)cc1 (centres undefined)	-2%	-21%	7%	-5%	-16%	-2%	18%	-12%
Cc1cccc(N2C(=O)N(Cc3ccc(C(C)(C)C)cc3)c3ccccc3S2(=O)=O)c1	-5%	-5%	·	·	-1%	-5%	·	-11%
Cc1cccc(Cn2c(CN3CCC(C(=O)NCCc4ccccc4)CC3)cc3ccccc32)c1	1%	-7%	·	·	1%	2%	·	1%
O=C1OCCC1Sc1nc2ccccc2[nH]1 (centres undefined)	-3%	5%	18%	3%	3%	-6%	-10%	2%
CCOc1ccc(N(CC(=O)NC2CCCCC2)C(=O)CSc2nnc(COc3ccccc3)o2)cc1	3%	6%	-14%	-4%	-4%	-2%	6%	1%
COc1cc2nc(C3CCC3)nc(N3CCN(c4ccccn4)CC3)c2cc1OC	4%	1%	8.9µM*	3%	-4%	-2%	-14%	-1%
CCOc1ccc(S(=O)(=O)N(C(=O)c2ccncc2)c2ccc3oc(C)c(C(=O)OC)c3c2)cc1	-5%	-20%	·	·	?	0%	·	13%
CCOc1ccc(N(C(=O)c2ccc(OC)cc2)S(=O)(=O)c2ccc3c(c2)n(C)c(=O)n3C)cc1	-5%	-20%	·	·	?	-1%	·	-15%
CCOC(=O)CSC1=C(C#N)C(c2ccco2)C(C(=O)OCc2ccccc2)=C(C)N1 (centres undefined)	0%	?	?	4%	?	1%	16%	-4%
O=C(NCc1ccccc1Cl)C1CCN(S(=O)(=O)N2CCCCC2)CC1	-5%	-6%	?	7%	-3%	-1%	0%	-6%
CCC(=O)N1c2nc(-c3ccco3)nn2C2(CCCCC2)[C@@H]2CCCC[C@@H]21	-4%	0%	·	·	-6%	7%	·	-2%
COc1cc2c(cc1OC)C(=S)NC(C)(C)C2	-6%	-9%	25µM*	7%	-12%	2%	·	5%
